Bioassay records as filed in PubChem BioAssay.
AHR activator – activators of human aryl hydrocarbon receptor. activation, % at 5 µM. 320,000 compounds, 2.5% hits. P35869. AHR-responsive luciferase reporter cells, luminescence; in the data active = activation above about 47%;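 note: 0% = vehicle wells and 100% = reference agonist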
Target sequence (P35869 whole entry, looked up): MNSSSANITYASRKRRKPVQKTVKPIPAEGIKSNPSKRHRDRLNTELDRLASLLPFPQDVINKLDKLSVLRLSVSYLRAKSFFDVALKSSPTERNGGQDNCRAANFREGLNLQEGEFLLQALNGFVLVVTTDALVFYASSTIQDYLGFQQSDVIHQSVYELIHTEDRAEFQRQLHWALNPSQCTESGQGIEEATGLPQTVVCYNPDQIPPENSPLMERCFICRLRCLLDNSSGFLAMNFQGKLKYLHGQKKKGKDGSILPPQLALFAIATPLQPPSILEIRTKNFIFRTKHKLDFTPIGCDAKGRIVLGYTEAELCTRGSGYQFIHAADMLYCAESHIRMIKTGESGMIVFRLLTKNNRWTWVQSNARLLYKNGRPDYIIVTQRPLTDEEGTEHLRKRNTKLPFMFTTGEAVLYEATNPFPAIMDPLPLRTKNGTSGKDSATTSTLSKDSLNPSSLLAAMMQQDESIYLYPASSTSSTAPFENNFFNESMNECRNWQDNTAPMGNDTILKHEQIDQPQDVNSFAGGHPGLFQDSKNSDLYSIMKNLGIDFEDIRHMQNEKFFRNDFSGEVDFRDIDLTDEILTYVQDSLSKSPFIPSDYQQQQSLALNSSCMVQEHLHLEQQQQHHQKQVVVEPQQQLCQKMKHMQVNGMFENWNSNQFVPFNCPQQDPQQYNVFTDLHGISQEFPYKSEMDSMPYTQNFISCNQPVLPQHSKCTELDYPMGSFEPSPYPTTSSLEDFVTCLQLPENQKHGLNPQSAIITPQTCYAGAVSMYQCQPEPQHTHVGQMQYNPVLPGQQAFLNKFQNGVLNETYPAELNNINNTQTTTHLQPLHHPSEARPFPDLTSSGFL
Efflux pump mplx – inhibitors of Candida antifungal efflux pumps expressed in yeast; inhibition, % at 10 µM; AID 485275; 330,000 compounds, 0.44% hits; S. cerevisiae Candida pump triplex, Nile Red efflux;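 active = plate passing quality check with inhibition over a set limit, or well fluorescence over plate mean plus 4 SD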;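 note: Nile Red retained in pooled yeast measured as flow cytometry median fluorescence; 0% = buffer negative control and 100% = Enniatin B positive control; higher means more Nile Red kept so more efflux inhibition; some compounds called inactive have numbers as strong as hits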
LAP4-GFP MLPCN – modulators of TOR pathway LAP4-GFP in S. cerevisiae | S. cerevisiae LAP4-GFP multiplex, flow cytometry GFP, 3 h; median GFP as percent of DMSO wells | GFP response vs DMSO, % at 10 µM | 320,000 compounds, 0.34% hits | AID 2023;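 active = GFP response vs DMSO above a set limit, about the screen mean plus 3 SD, cut at about 150% in these data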
CIT2-GFP yeast – yeast TOR pathway CIT2-GFP modulation; AID 2029; 320,000 compounds, 0.065% hits; GFP response vs DMSO, % at 10 µM; S. cerevisiae CIT2-GFP strain, flow cytometry, 3 h; 100 means same as DMSO wells;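 active = GFP response relative to DMSO above a set limit, near the screen mean plus 3 SD, cut at about 150% in these data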;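 note: ratio of well median GFP fluorescence to mean of DMSO wells on the plate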
MEP2-GFP yeast – yeast TOR pathway MEP2-GFP modulation | S. cerevisiae MEP2-GFP strain, flow cytometry GFP, 3 h; 100% = DMSO control level | GFP response vs DMSO, % at 10 µM | 330,000 compounds, 0.51% hits;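 active = GFP response versus DMSO above a set limit, roughly screen mean plus 3 SD, cut at about 180% in these data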;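 note: median GFP fluorescence of the barcode-gated MEP2-GFP cells per well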
RPL19A TOR yeast – modulators of TOR pathway RPL19A-GFP in S. cerevisiae | S. cerevisiae RPL19A-GFP strain, flow cytometry, 3 h; active compounds read low | percent response vs DMSO, % at 10 µM | 330,000 compounds, 0.3% hits;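 active = percent response vs DMSO below 50%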;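 note: median channel GFP fluorescence of the barcoded RPL19A-GFP strain; ratio of sample median GFP to plate DMSO average so 100% = DMSO; lower means less RPL19A-GFP as with rapamycin TOR inhibition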
AGP1 TOR yeast – alters AGP1-GFP fluorescence in TOR pathway yeast screen; S. cerevisiae AGP1-GFP multiplex flow cytometry, 3 h; GFP as percent of DMSO wells; GFP response vs DMSO, % at 10 µM; 320,000 compounds, 0.02% hits; AID 2066;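 active = GFP response relative to DMSO above a set limit, near screen average plus 3 SD, cut at about 150% in these data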;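 note: median GFP channel fluorescence of the gated AGP1 strain per well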
Yeast superoxide – yeast age-related superoxide inhibition as caloric restriction mimetic; S. cerevisiae aged cells, superoxide DHE fluorescence; active compounds read low; superoxide response (% of plate mean), % at 10 µM; 330,000 compounds, 0.18% hits;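 active = superoxide response under a set limit, about three screen SD below normal, cut at about 65% in these data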;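 note: yeast aged for seven days with compound at 30 °C before DHE staining; 100% = average MFI of all compound-treated wells on the plate with controls excluded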
Numbers without * were called inactive; . = no result given.

SMILES	AHR activator	Efflux pump mplx	LAP4-GFP MLPCN	CIT2-GFP yeast	MEP2-GFP yeast	RPL19A TOR yeast	AGP1 TOR yeast	Yeast superoxide
CCCNC(=O)Nc1ccccc1C(=O)Nc1ccc(OC)cc1	2	0.0	104	100	105	98	105	98
CNC(=O)C1CCN(S(=O)(=O)c2c(C)noc2/C=C/c2ccc(OC)cc2)CC1	2	-0.1	102	103	101	100	103	101
CCOc1ccc(S(=O)(=O)NCc2ccccn2)c(C)c1C	5	0.0	100	97	99	97	96	94
CCc1ccc(NC2CC(=O)N(CCc3ccc(OC)c(OC)c3)C2=O)cc1 (configuration not stated)	4	-0.3	101	101	101	98	100	90
O=C(c1cnc2n(c1=O)CCS2)N1CCN(c2ccc([N+](=O)[O-])cc2)CC1	3	0.0	103	93	109	95	92	80
Cc1ccc(CNC(=O)CCC2CCCN(Cc3cc4ccccc4o3)C2)o1 (configuration not stated)	4	0.0	103	96	98	98	110	85
COc1ccc(NC(=O)c2oc3ccccc3c2CSC)cc1S(=O)(=O)N1CCOCC1	2	0.0	105	109	107	100	111	91
CC(C)CC(NC(=O)C1CCC(C)CC1)C(=O)Nc1ccccn1 (configuration not stated)	2	0.2	112	98	105	103	.	104
COc1ccc(S(=O)(=O)N2CCN(CC(=O)Nc3c(C)n[nH]c3C)CC2)cc1OC	-2	0.0	91	112	108	105	100	100
Cc1cc(=O)[nH]c(SCc2cccc3cccnc23)n1	12	0.2	82	88	95	92	87	85
COc1ccc(CNC(=O)COC(=O)/C=C/c2cccc(Br)c2)cc1OC	-1	-0.1	93	96	102	99	97	109
Cc1ccc(C)c(Cn2nnc3c(=O)[nH]c(C4CCCN(C(=O)CC(C)C)C4)nc32)c1 (configuration not stated)	6	0.8	101	96	97	97	100	135
O=C(N/N=C/c1c(O)n(-c2ccccc2Cl)c(=O)c2ccccc12)C1COc2ccccc2O1 (configuration not stated)	0	0.4	95	89	110	98	99	76
CC1(C)C(=O)OC(c2cccn2-c2ccc([N+](=O)[O-])cc2)C2(CCCCC2)C1=O (configuration not stated)	2	-0.1	87	102	98	95	89	89
Nc1ccccc1S(=O)(=O)NCCCCc1ccccc1	2	-0.2	96	102	109	101	103	93
C=CCNC(=S)NNC(=O)COc1ccc(Br)cc1	-2	0.1	98	98	99	100	97	107
CCOC(=O)C(C(=O)OCC)C(C[N+](=O)[O-])c1ccccc1 (configuration not stated)	-2	-0.5	97	114	105	106	106	93
Cn1c(=O)oc2cc(S(=O)(=O)NCCN3CCc4ccccc4C3)ccc21	0	0.1	95	101	103	97	102	100
O=C(CSc1nc2ccccc2[nH]1)N1CCN(c2ccccc2)CC1	0	-0.2	93	104	103	100	103	90
CCNc1nc(SCC(=O)Nc2ccc(Cl)c(Cl)c2)nc(N(C)C)n1	10	0.1	105	105	101	102	109	106

Gathered by group, the compounds so far containing a furan ring, fused or not
SMILES	AHR activator	Efflux pump mplx	LAP4-GFP MLPCN	CIT2-GFP yeast	MEP2-GFP yeast	RPL19A TOR yeast	AGP1 TOR yeast	Yeast superoxide
Cc1ccc(CNC(=O)CCC2CCCN(Cc3cc4ccccc4o3)C2)o1 (configuration not stated)	4	0.0	103	96	98	98	110	85
COc1ccc(NC(=O)c2oc3ccccc3c2CSC)cc1S(=O)(=O)N1CCOCC1	2	0.0	105	109	107	100	111	91

The list continues:
SMILES	AHR activator	Efflux pump mplx	LAP4-GFP MLPCN	CIT2-GFP yeast	MEP2-GFP yeast	RPL19A TOR yeast	AGP1 TOR yeast	Yeast superoxide
COCCCNC(=O)C1CCN(C(=O)c2cc3sccc3n2Cc2ccc(F)cc2)CC1	-1	-0.1	97	99	102	99	99	96
COCC(C)NCc1cccc2ccccc12 (configuration not stated)	3	-0.1	116	94	97	96	101	121
Cc1ccc(NC(=O)c2ccc(NCC3CCCO3)c([N+](=O)[O-])c2)cc1Cl (configuration not stated)	13	0.1	101	99	104	99	104	109
N/N=c1\sc2ccccc2n1-c1ccccc1	5	0.0	107	98	106	99	97	95
Cc1nn(Cc2ccccc2Cl)c(C)c1NC(=O)c1cc(-c2ccc(F)cc2)on1	1	-0.1	101	99	90	96	91	102
N#Cc1c(-c2ccccc2)cc(-c2ccccc2)[nH]c1=O	2	0.0	89	99	95	99	93	105
CCC(=O)Nc1ccc(NC(=O)CSc2nnc(-c3ccco3)n2C)cc1	-2	-0.1	87	95	96	99	95	90
Cc1ccc(-n2ncc3c(=O)[nH]c(SCC(=O)N4CCOCC4)nc32)cc1	4	0.0	96	89	103	101	107	110
COCOc1ccc(-c2cc(=O)c3c(O)cc(OCOC)cc3o2)cc1	8	-0.1	103	101	98	99	106	79
O=C(NC1CCCCC1)C(c1ccccc1)N(C(=O)c1cccs1)c1ccc2c(c1)OCO2 (configuration not stated)	4	0.1	98	95	100	97	94	113
COc1ccc(CNc2cc([N+](=O)[O-])ccc2OC)cc1	2	-0.1	117	98	105	94	91	110
CCn1nc(C)c(NS(=O)(=O)c2ccccc2)c1C	0	0.0	79	86	85	89	89	88
CC1CCN(Cc2c(C(=O)N/N=C/c3ccc(C(C)C)cc3)nnn2-c2nonc2N)CC1	3	0.2	102	104	110	112	103	92
CC(=O)c1cc(C(C)=O)c(C)nc1C	0	-0.1	98	100	98	104	103	98
CCOC(=O)Cc1cc(=O)n2[nH]c(C)cc2n1	0	0.0	92	.	97	99	104	103
C/C(=N\Nc1ccccn1)c1ccc(S(=O)(=O)NCc2ccco2)cc1	18	0.2	107	96	104	103	93	100
Cc1ccc(-c2nc(C3CCCN(S(=O)(=O)c4ccc(C(C)(C)C)cc4)C3)no2)cc1 (configuration not stated)	-3	-0.3	98	95	94	96	93	97
O=C(CCc1nc(-c2ccccc2F)no1)NCCc1ccccc1Cl	8	0.0	108	96	123	98	92	87
O=C(NCc1ccccc1OC(F)(F)F)C1CCC(=O)N(Cc2ccccn2)C1 (configuration not stated)	1	-0.1	109	118	114	114	120	132
COc1cccc(NC(=O)C(=O)NCCCn2ccnc2)c1	11	0.0	98	104	96	99	104	97

Continued; it opens with the 3 that closed the last part.
SMILES	AHR activator	Efflux pump mplx	LAP4-GFP MLPCN	CIT2-GFP yeast	MEP2-GFP yeast	RPL19A TOR yeast	AGP1 TOR yeast	Yeast superoxide
O=C(CCc1nc(-c2ccccc2F)no1)NCCc1ccccc1Cl	8	0.0	108	96	123	98	92	87
O=C(NCc1ccccc1OC(F)(F)F)C1CCC(=O)N(Cc2ccccn2)C1 (configuration not stated)	1	-0.1	109	118	114	114	120	132
COc1cccc(NC(=O)C(=O)NCCCn2ccnc2)c1	11	0.0	98	104	96	99	104	97
Cn1cnnc1SCC(=O)Nc1ccc(S(=O)(=O)N2CCOCC2)cc1	0	-0.2	106	106	109	111	109	99
COc1ccc(NC(=O)CN(C)C(C)C(=O)N2CCCCC2)cc1 (configuration not stated)	-1	-0.1	96	98	98	94	97	83
CCCS(=O)(=O)N1CCCC(C(=O)N2CCN(c3ccccc3)CC2)C1 (configuration not stated)	1	0.1	90	91	98	99	93	109
OC1(c2cccc(C(F)(F)F)c2)CCN(Cc2nc(-c3cnccn3)no2)CC1	3	0.2	84	88	100	98	92	98
Cc1c(C(=O)NC2CCCCC2C)oc2ccccc12 (configuration not stated)	10	-0.2	105	103	106	108	100	101
COc1ccc(-c2nc(C#N)c(NCCCn3ccnc3)o2)cc1OC	70*	-0.1	92	86	94	95	96	108
COc1ccccc1NC(=O)CSc1nnnn1C	3	0.0	103	105	102	103	107	104
COc1cc2c(cc1NC(=O)c1ccc3c(c1)OCO3)oc1ccccc12	99*	-0.1	97	98	95	95	99	95
CCC1CCCCN1CCCNC(=O)c1ccc2c(c1)c(C)c(C)n2CC (configuration not stated)	3	-0.2	100	106	100	98	104	90
Cn1cccc1Cc1nnc(SCC(=O)NCC2CCCO2)n1C (configuration not stated)	-5	0.0	94	99	100	97	94	83
CCOc1ccccc1N1CCN(C(=S)NC(=O)C23CC4CC(CC(C4)C2)C3)CC1	3	-0.1	96	110	104	108	102	99
COc1ccc(-n2c(-c3ccco3)nc3c(cnn3-c3ccc(C)cc3)c2=O)cc1	7	0.1	99	99	95	100	100	114
Cc1cc(=O)oc2cc(OCCSCCN3CCOCC3)ccc12	3	-0.1	96	99	98	101	102	92
O=C(Nc1sc2c(c1CN1CCOCC1)CCC2)c1ccc(F)cc1	17	0.3	96	103	101	100	99	115
CCC(C)N=Cc1c(Nc2ccccc2)nc2c(C)cccn2c1=O (configuration not stated)	13	0.3	115	103	105	102	99	106
N=C1/C(=C/c2cccn2CCOc2ccccc2)C(=O)N=C2SC=C(c3ccccc3)N12	23	0.2	94	105	106	98	101	93
COc1ccc(NC(=O)COC(=O)Cc2coc3cc(OC)ccc23)c(OC)c1	1	0.2	93	96	102	99	94	106
CCNS(=O)(=O)c1ccc(CCC(=O)O)cc1	3	-0.1	103	101	102	98	104	94
CCN1CCN(c2ccc(S(=O)(=O)N3CCOCC3)cc2NC(=O)/C=C/c2ccc(OC)c(OC)c2)CC1	1	0.0	104	101	103	97	106	102
COc1ccc(NC(=O)C(=O)N/N=C(\C)CC(=O)Nc2cc(C)ccn2)c(OC)c1	2	0.6	117	100	106	100	104	114
O=C(NCc1ccco1)c1cc2cc3ccc(Cl)cc3nc2o1	-6	0.0	95	.	102	98	100	79
Cc1cccc(Cc2cnc(NC(=O)c3ccc(C)o3)s2)c1	3	0.2	121	87	108	98	96	113
O=C(CCCn1cnc([N+](=O)[O-])n1)Nc1cccc2ccccc12	15	0.3	104	95	98	95	106	104
O=C1NC2(CCCCCC2)C(=O)N1Cc1c(F)cccc1Cl	0	-0.1	78	98	88	85	90	106
CC(C)c1ccc(N(CC(=O)NCC2CCCO2)C(=O)Cn2nnc(-c3cccs3)n2)cc1 (configuration not stated)	1	0.1	96	100	97	95	97	104
Cn1c(-c2ccc(F)cc2)cnc1NCc1cccc([N+](=O)[O-])c1	-5	0.1	104	106	108	110	60	104
CCN(CC)c1ccc(NC(=O)c2ccco2)c(C)c1	-1	-0.1	99	96	102	96	101	98
O=C(COC(=O)C1CC1)Nc1ccc([N+](=O)[O-])cc1C(F)(F)F	0	0.0	106	92	94	93	94	120
COc1ccc(C)cc1S(=O)(=O)Nc1ccc2c(c1)N(C(C)=O)CCC2	0	0.1	119	94	98	101	114	104
C=CCN1C(=O)c2ccc(C(=O)OCC(=O)N3CCN(c4ccccc4)CC3)cc2C1=O	2	-0.1	91	84	97	90	98	96
CCN(C(=O)c1cc2cc(OC)ccc2oc1=O)c1cccc(C)c1	4	0.1	96	91	98	96	95	93
Cn1c(=O)[nH]c(=O)c2c1nc(N1CCCCCC1)n2CCN1CCCCCC1	10	0.2	94	93	96	92	90	75
O=C(NCC(c1ccco1)N1CCc2ccccc2C1)c1ccccc1 (configuration not stated)	13	0.1	97	105	106	.	108	100
CCCOc1ccc(CSc2nnc(CCC)n2N)cc1	4	-0.1	96	99	102	95	100	95
O=C(NCCc1c[nH]c2ccccc12)C(=O)NCC1OCCN1S(=O)(=O)c1cc(F)ccc1F (configuration not stated)	6	-0.1	112	103	98	98	109	104
N=C1CCCN1c1ccccc1O	3	-0.2	115	108	106	100	105	80
CCOC(=O)N1CCN(S(=O)(=O)c2ccc3c4c(cccc24)C(=O)N3)CC1	-2	-0.1	116	103	101	98	103	101
O=C(Nc1ccccc1C(=O)NC1CCCCC1)c1ccco1	4	0.1	103	106	110	101	94	90
O=C(COC(=O)c1cc(S(=O)(=O)N2CCCCC2)ccc1N1CCOCC1)c1ccc(F)cc1	-2	0.0	100	95	97	93	99	97
Cc1cc(C(=O)COc2cccc(-n3cnnn3)c2)c(C)n1-c1ccccc1	-4	0.3	103	98	98	98	103	100
Cc1ccc(CSCCC(=O)NCCC2=CCCCC2)cc1	2	0.4	103	93	98	98	88	102
